# Assay outcomes (PubChem)
# ROS inducer: inducers of reactive oxygen species in cancer cells | U2OS ROS induction, H2DCF-DA fluorescence | ROS induction (% of piperlongumine), % at 10 µM | 2% of 46,000 active | AID 624156; in the data active = ROS induction above about 79%, passing the limit was not always enough;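 also: 0% = DMSO vehicle median and 100% = reference compound median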
# Starred values were filed as active, the others as inactive; & = joins results of further samples. The list is partial; the hit share may differ from the screen's.
SMILES,ROS inducer
NC(=O)[C@H]1[C@@H]2C(=O)O[C@@H](c3ccccc3)[C@@H](c3ccccc3)N2[C@@H](c2ccc(OCCO)cc2)[C@]12C(=O)Nc1ccc(C#CC3(O)CCCCCC3)cc12,-2
C[C@H](CO)N1C[C@H](C)[C@H](CN(C)C(=O)c2ccc3ccn(C)c3c2)OCc2cnnn2CCCC1=O,4
Cc1noc(C)c1NC(=O)N(C)C[C@H]1OCCCC[C@@H](C)Oc2ccc(NC(=O)c3ccccc3)cc2C(=O)N([C@H](C)CO)C[C@@H]1C,1
O=C(OCc1nc2ccccc2s1)c1ccco1,-12
COc1cc(OCCN2CCOCC2)ccc1C1C(C#N)=C(N)Oc2nc(C(F)(F)F)[nH]c21 (stereo unspecified),9
C[C@@H]1CN([C@@H](C)CO)C(=O)Cc2cc(NS(=O)(=O)c3cccs3)ccc2O[C@@H]1CN(C)S(=O)(=O)c1cccs1,0
C[C@@H]1CN([C@H](C)CO)C(=O)c2cc(NC(=O)Cc3cn(C)c4ccccc34)ccc2O[C@@H]1CN(C)C(=O)Nc1ccccc1,12
COC(=O)c1ccc(COc2ccc3c(c2)oc(=O)c2cc(OC)ccc23)o1,30
C[C@H]1CN([C@@H](C)CO)C(=O)c2cccc(NC(=O)c3ccc(-c4nccs4)cc3)c2O[C@@H]1CN(C)S(=O)(=O)c1cccs1,5
Cc1noc(C)c1S(=O)(=O)Nc1ccc2c(c1)C(=O)N([C@H](C)CO)C[C@H](C)[C@@H](CN(C)Cc1ccccc1)OCCCC[C@@H](C)O2,10
COC(=O)COc1ccc(S(=O)(=O)NC2CCCCCC2)cc1,61
C[C@@H]1CN([C@H](C)CO)C(=O)c2cc(NC(=O)C3CCCCC3)ccc2O[C@H]1CN(C)Cc1ccc(C(F)(F)F)cc1,23
COc1ccc([C@@H]2Sc3ccccc3N(CCN(C)C)C(=O)[C@@H]2OC(C)=O)cc1,-3&0
Cc1noc(C)c1NC(=O)N(C)C[C@H]1Oc2ccc(NC(=O)c3ccncc3)cc2C(=O)N([C@@H](C)CO)C[C@@H]1C,-17
COc1ccc(NC(=O)N(C)C[C@H]2Oc3ccc(NS(=O)(=O)c4ccc(OC)cc4)cc3C(=O)N([C@@H](C)CO)C[C@H]2C)cc1,-8
Cc1noc(C)c1-c1nc(CSc2n[nH]c(=O)n2C2CC2)no1,-14
Cc1ccc(-c2nc3ccccc3s2)cc1NC(=O)COc1ccccc1C,5
O=C(Nc1ccc(S(=O)(=O)Nc2ncccn2)cc1)c1c(Cl)cccc1Cl,-5
CC(C)NC(=O)N(C)C[C@H]1Oc2c(NS(=O)(=O)c3cn(C)cn3)cccc2C(=O)N([C@H](C)CO)C[C@H]1C,-4
COc1cccc(-c2cnc3c(c2)C(=O)N([C@H](C)CO)C[C@H](C)[C@H](CN(C)C(=O)Nc2ccccc2)O3)c1,47
COc1cc(C2NC(=S)NC(C)=C2C(=O)Nc2ccccc2Cl)ccc1OCC#N (stereo unspecified),103*
O=c1[nH]c2ccc(Cl)cc2c2oc(-c3ccccc3)nc12,21
CN(CC(=O)Nc1ccc2c(c1)OCCO2)S(=O)(=O)c1ccc2ccccc2c1,-2
Cc1ccc2nc(-c3cccc(NC(=O)COc4ccc([N+](=O)[O-])cc4)c3)oc2c1,15
C[C@@H]1CN([C@H](C)CO)C(=O)c2cccc(NS(=O)(=O)c3ccc(F)cc3)c2O[C@H]1CN(C)Cc1ccncc1,7
CNC[C@@H]1Oc2ccc(NC(=O)NC3CCCCC3)cc2CC(=O)N([C@H](C)CO)C[C@@H]1C,3
Cc1noc(C)c1NC(=O)Nc1ccc2c(c1)CC(=O)N([C@H](C)CO)C[C@H](C)[C@H](CN(C)C(=O)Nc1ccc(C(F)(F)F)cc1)O2,13
COc1ccc(S(=O)(=O)N(C)C[C@@H]2Oc3ccc(NC(=O)Nc4c(C)noc4C)cc3CC(=O)N([C@H](C)CO)C[C@@H]2C)cc1,-2
COC(=O)CCCCCCC(=O)N/N=C/c1ccc(O)cc1Br,43
CNC[C@H]1Oc2c(NC(=O)C3CCCCC3)cccc2C(=O)N([C@@H](C)CO)C[C@@H]1C,-3
Cc1noc(C)c1S(=O)(=O)N(C)C[C@@H]1Oc2ccc(NS(C)(=O)=O)cc2CC(=O)N([C@H](C)CO)C[C@@H]1C,9
O=C(c1ccccc1)N1CN(C(=O)c2ccccc2)CN(C(=O)c2ccccc2)C1,-6
CCN1C(=O)C2(c3ccccc31)c1c(oc3ccccc3c1=O)C(=O)N2CCO (stereo unspecified),-10
COc1ccc(NC(=O)Nc2ccc3c(c2)CC(=O)N([C@H](C)CO)C[C@@H](C)[C@@H](CN(C)S(=O)(=O)c2ccccc2)O3)cc1,-7
O=C(O)c1ccc2nc(CCc3nc4ccc(C(=O)O)cc4[nH]3)[nH]c2c1,-1
C[C@@H]1CCCCO[C@@H](CN(C)C(=O)C2CCCCC2)[C@@H](C)CN([C@H](C)CO)C(=O)c2cc(NS(=O)(=O)c3ccc(Cl)cc3)ccc2O1,101*
CCOC(=O)c1ccc(NC(=O)CCc2c[nH]c3ccccc23)cc1,49
COc1ccc(NC(=O)Nc2cccc3c2O[C@H](CN(C)Cc2ccc(-c4ccccc4)cc2)[C@H](C)CN([C@@H](C)CO)C3=O)cc1,28
C[C@@H]1CN([C@@H](C)CO)C(=O)c2cc(NC(=O)Cn3cnnn3)ccc2O[C@@H]1CN(C)Cc1ccncc1,3
C[C@@H]1CN([C@H](C)CO)C(=O)Cc2cc(NC(=O)CCCCCC(=O)Nc3ccccc3N)ccc2O[C@@H]1CN(C)C,25
C[C@@H]1CN([C@H](C)CO)C(=O)Cc2cc(NS(=O)(=O)c3cccs3)ccc2O[C@@H]1CN(C)Cc1ccc(C(F)(F)F)cc1,27
C=CCNC(=O)[C@H]1[C@@H]2C(=O)O[C@@H](c3ccccc3)[C@@H](c3ccccc3)N2[C@@H](c2ccc(OCCO)cc2)[C@]12C(=O)Nc1ccc(C#CCC(C(=O)OC)C(=O)OC)cc12,157*
CC(=O)c1cc(C)c(O)c(COC2OC(CO)C(O)C(O)C2O)c1O (stereo unspecified),-4
CC1OC(OC2C(C(=O)O)OC(O[C@H]3CC[C@@]4(C)C(CC[C@]5(C)C4CC=C4C6CC(C)(C)CC[C@]6(C(=O)OC6OC(CO)C(O)C(O)C6O)CC[C@]45C)C3(C)C)C(O)C2O)C(OC2OCC(O)C(O)C2O)C(O)C1O (stereo partly specified),4
COc1ccc(NC(=O)Nc2ccc3c(c2)CC(=O)N([C@@H](C)CO)C[C@H](C)[C@@H](CN(C)Cc2ccc(C(=O)O)cc2)O3)cc1,6
CC(=O)Oc1ccc2cc(-c3nc4c(s3)CCc3ccccc3-4)c(=O)oc2c1,129*
CCOC(=O)c1sc(=Nc2ccccc2)n(Cc2ccccc2)c1C,10
O=C(c1ccccc1)N1Cc2ccccc2C[C@@]2(N=C(c3ccc(OCCCO)cc3)O[C@H]2c2ccccc2)C1=O,67
COc1ccc(C2=Cc3ccccc3C(C)(C)O2)cc1,-14
Cc1ccc(S(=O)(=O)Nc2ccc3c(c2)CC(=O)N([C@H](C)CO)C[C@H](C)[C@H](CN(C)Cc2ccc(C(=O)O)cc2)O3)cc1,70
CC(C)CNC(=O)[C@@]1(C)c2ccccc2C(=O)N(Cc2ccccc2)[C@H]1c1ccc(CO)cc1,-3
CC(C)NC(=O)Nc1ccc2c(c1)C(=O)N([C@H](C)CO)C[C@H](C)[C@H](CN(C)C(=O)Nc1ccccc1)OCCCC[C@@H](C)O2,53
C[C@H]1CN([C@@H](C)CO)C(=O)Cc2cc(NC(=O)c3ccncc3)ccc2O[C@H]1CN(C)C(=O)Nc1ccc(F)cc1,4
Cn1nnnc1SCC(=O)c1ccc(O)c(O)c1,-4
O=C(NC(c1ccccc1)c1ccccc1)c1ccco1,-4
O=C1OCc2cc3cccc(O[C@@H]4O[C@H](CO[C@@H]5OC[C@@H](O)[C@H](O)[C@H]5O)[C@@H](O)[C@H](O)[C@H]4O)c3c(O)c21,-2
C[C@@H]1CN([C@H](C)CO)C(=O)c2cccc(NS(=O)(=O)c3cccs3)c2O[C@H]1CN(C)C(=O)Nc1ccccc1,-5
C[C@@H]1CN([C@@H](C)CO)C(=O)c2cccc(NS(=O)(=O)c3ccccc3)c2O[C@H]1CN(C)Cc1ccc(C(F)(F)F)cc1,16
O=C(CSc1nnnn1-c1ccccc1)Nc1ccc(Br)cc1Cl,10
C[C@@H]1CN([C@H](C)CO)C(=O)Cc2cc(NS(=O)(=O)c3cn(C)cn3)ccc2O[C@H]1CN(C)CC1CCCCC1,-4

# (continued)
SMILES,ROS inducer
COc1ccc(S(=O)(=O)Nc2ccc3c(c2)CC(=O)N([C@@H](C)CO)C[C@@H](C)[C@@H](CN(C)Cc2ccncc2)O3)cc1,15
O=C(COc1ccc2ccccc2c1Br)Nc1ccccc1C(=O)N1CCCCC1,-3
Cc1ccc(-c2cc(C(F)(F)F)n3nc(C(=O)NCCCn4ccnc4)cc3n2)cc1C,4
COc1cc(/C=C/C=N/NC(=O)c2ccccn2)ccc1O,74
COC(=O)c1cc2ccsc2n1CC(=O)N1CCCc2ccccc21,-4
C[C@H]1CN([C@@H](C)CO)C(=O)c2cc(NC(=O)Cn3cnnn3)ccc2O[C@H]1CN(C)Cc1ccc(Oc2ccccc2)cc1,-4
C[C@@H]1CN([C@@H](C)CO)C(=O)c2cccc(NC(=O)c3ccncc3)c2O[C@@H]1CN(C)CC1CCCCC1,7
O=C(N/N=C/c1ccccc1[N+](=O)[O-])c1ccccn1,5
C[C@H]1CN([C@@H](C)CO)C(=O)Cc2cc(NS(=O)(=O)c3cn(C)cn3)ccc2O[C@@H]1CN(C)Cc1ccc(Oc2ccccc2)cc1,-7
COc1ccc(NC(=O)N(C)C[C@@H]2Oc3c(NS(=O)(=O)c4cn(C)cn4)cccc3C(=O)N([C@@H](C)CO)C[C@H]2C)cc1,-2
O=C(CCN1C(=O)c2ccccc2C1=O)N1CCN(c2cccc(Cl)c2)CC1,-17
O=C1c2ccccc2C(=O)N1CCCc1nc2c3c4c(sc3ncn2n1)CCCCC4,-13
Cc1noc(C)c1NC(=O)Nc1ccc2c(c1)C(=O)N([C@H](C)CO)C[C@@H](C)[C@H](CN(C)S(=O)(=O)c1cn(C)cn1)O2,-1
C[C@H](CO)N1C[C@H](C)[C@H](CN(C)S(=O)(=O)c2ccc(-c3ccccc3)cc2)OCc2cn(nn2)CCCC1=O,-1
O=S1(=O)CC(O)C(NCc2ccco2)C1 (stereo unspecified),0
COc1ccc(NC(=O)Nc2cccc3c2O[C@@H](CN(C)Cc2ccncc2)[C@H](C)CN([C@H](C)CO)C3=O)cc1,3
CCn1c(SCC(=O)Nc2ccc(Cl)cc2Cl)nnc1-c1cccc(Cl)c1,8
CC(C)OC(=O)Nc1cc(Cl)cc(Cl)c1,-1
C[C@H]1CN([C@@H](C)CO)C(=O)c2cc(NC(=O)c3ccncc3)ccc2O[C@@H]1CN(C)S(=O)(=O)c1cn(C)cn1,-2
Cc1noc(C)c1S(=O)(=O)N(C)C[C@H]1Oc2ccc(NS(=O)(=O)c3ccc(Cl)cc3)cc2CC(=O)N([C@@H](C)CO)C[C@H]1C,30
C[C@H](CO)N1C[C@H](C)[C@H](CN(C)Cc2ccc(C(F)(F)F)cc2)Oc2ccc(NC(=O)NC3CCCCC3)cc2C1=O,-11
C[C@H]1CN([C@@H](C)CO)C(=O)c2cccc(NC(=O)CCCCCC(=O)Nc3ccccc3N)c2O[C@H]1CN(C)S(=O)(=O)c1ccccc1,-9
Cc1noc(C)c1S(=O)(=O)Nc1ccc2c(c1)CC(=O)N([C@H](C)CO)C[C@@H](C)[C@H](CN(C)S(C)(=O)=O)O2,-3
CCCSc1nc2c([nH]c3ccccc32)c(=O)n1-c1cc(C)cc(C)c1,-5
CC1CN(c2ccc(NC(=O)c3ccco3)cc2C(=O)O)CC(C)O1 (stereo unspecified),6
Cc1noc(C)c1NC(=O)Nc1ccc2c(c1)C(=O)N([C@H](C)CO)C[C@@H](C)[C@@H](CN(C)S(C)(=O)=O)O2,-13
Cc1ccc(S(=O)(=O)Nc2ccc3c(c2)CC(=O)N([C@H](C)CO)C[C@H](C)[C@H](CN(C)Cc2ccc(Oc4ccccc4)cc2)O3)cc1,53
NS(=O)(=O)c1ccc(Cl)cc1Sc1ccccc1C(=O)O,16
COc1ccc(N2Cc3ccccc3C3(CCOCC3)C2=N)cc1,-4
COc1ccc(S(=O)(=O)Nc2ccc3c(c2)C(=O)N([C@H](C)CO)C[C@@H](C)[C@@H](CN(C)Cc2ccccc2)O3)cc1,0
CC(C)NC(=O)Nc1ccc2c(c1)CC(=O)N([C@H](C)CO)C[C@@H](C)[C@@H](CN(C)CC1CC1)O2,-1

# In another format: entries from further up.
SMILES	ROS inducer
CCn1c(SCC(=O)Nc2ccc(Cl)cc2Cl)nnc1-c1cccc(Cl)c1	8
CC(C)OC(=O)Nc1cc(Cl)cc(Cl)c1	-1
C[C@H]1CN([C@@H](C)CO)C(=O)c2cc(NC(=O)c3ccncc3)ccc2O[C@@H]1CN(C)S(=O)(=O)c1cn(C)cn1	-2
Cc1noc(C)c1S(=O)(=O)N(C)C[C@H]1Oc2ccc(NS(=O)(=O)c3ccc(Cl)cc3)cc2CC(=O)N([C@@H](C)CO)C[C@H]1C	30
C[C@H](CO)N1C[C@H](C)[C@H](CN(C)Cc2ccc(C(F)(F)F)cc2)Oc2ccc(NC(=O)NC3CCCCC3)cc2C1=O	-11
C[C@H]1CN([C@@H](C)CO)C(=O)c2cccc(NC(=O)CCCCCC(=O)Nc3ccccc3N)c2O[C@H]1CN(C)S(=O)(=O)c1ccccc1	-9
Cc1noc(C)c1S(=O)(=O)Nc1ccc2c(c1)CC(=O)N([C@H](C)CO)C[C@@H](C)[C@H](CN(C)S(C)(=O)=O)O2	-3
CCCSc1nc2c([nH]c3ccccc32)c(=O)n1-c1cc(C)cc(C)c1	-5
CC1CN(c2ccc(NC(=O)c3ccco3)cc2C(=O)O)CC(C)O1 (stereo unspecified)	6
Cc1noc(C)c1NC(=O)Nc1ccc2c(c1)C(=O)N([C@H](C)CO)C[C@@H](C)[C@@H](CN(C)S(C)(=O)=O)O2	-13
Cc1ccc(S(=O)(=O)Nc2ccc3c(c2)CC(=O)N([C@H](C)CO)C[C@H](C)[C@H](CN(C)Cc2ccc(Oc4ccccc4)cc2)O3)cc1	53
NS(=O)(=O)c1ccc(Cl)cc1Sc1ccccc1C(=O)O	16
